AmpC no deterg = blocks E. coli AmpC beta-lactamase in detergent-free assay | Potency, µM (top dose mostly 57.1 µM), without a hit: at the top dose activity change, negative = inhibition, actives largely listed as inhibitors | AID 485341 | hit rate 0.52% among 330,000 | AmpC nitrocefin hydrolysis, absorbance 480 nm, 0.0001% Triton | P00811;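 also: potency is read from the fitted curve at half-maximal effect; plate controls were no compound for no effect and no enzyme for full effect; nearly all actives have a fitted effect of over 20% in size; some results filed as inactive show a strong effect at the top dose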
Target sequence (P00811 whole entry, looked up): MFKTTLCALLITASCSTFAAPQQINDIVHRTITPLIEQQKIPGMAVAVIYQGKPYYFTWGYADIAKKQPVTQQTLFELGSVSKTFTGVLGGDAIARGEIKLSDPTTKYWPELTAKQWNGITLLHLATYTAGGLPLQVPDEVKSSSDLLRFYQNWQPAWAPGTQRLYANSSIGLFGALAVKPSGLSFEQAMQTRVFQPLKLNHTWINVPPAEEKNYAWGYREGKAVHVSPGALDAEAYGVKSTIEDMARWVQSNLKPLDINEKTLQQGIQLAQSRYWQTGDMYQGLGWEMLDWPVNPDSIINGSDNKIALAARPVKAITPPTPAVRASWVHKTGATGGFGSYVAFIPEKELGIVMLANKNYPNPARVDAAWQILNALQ
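AmpC (5.3 nM in the dispensed reagent) in 20 mM phosphate pH 7.0 with 0.01% (detergent screen) or 0.0001% Triton X-100 was preincubated with compounds for 15 min at room temperature. Nitrocefin was then added from an 800 uM solution, and hydrolysis was followed at 480 nm.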
Sm TGR inh = blocks Schistosoma mansoni thioredoxin glutathione reductase; Q962Y6; purified TGR, DTNB reduction, TNB absorbance 405 nm; hit rate 3% among 360,000; Potency, µM (series often up to 114 µM), for inactives: at the top dose activity change, negative = inhibition, most hits filed as inhibitors; AID 485364; also: potency is read from the fitted curve at half-maximal effect; nearly all actives have a fitted effect of over 60% in size
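Kinetic colorimetric format: TGR-catalysed, NADPH-driven DTNB reduction monitored via TNB absorbance. Enzyme dispensed at 20 nM; compound exposure 15 min at room temperature before reaction start.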
HCV inhibitor = blocks hepatitis C virus | hit rate 3.4% among 340,000 | Potency, µM (series often up to 41.8 µM), inactives show at the highest dose activity change, negative = inhibition, hits mostly inhibitors | Huh7.5.1 HCVcc-Cre infection, luciferase reporter, 44 h; also: potency is read from the fitted curve at half-maximal effect
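A cell-based infection assay in which seeded cells (1,000 per well) receive test compound after 4 h, are inoculated with HCVcc-Cre at approximately 0.5 moi, and are incubated 44 h before luminescence detection.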
HCMV inh = inhibitors of human cytomegalovirus. HFF cells, HCMV-luciferase reporter, 72 h; hits give low values. activity change, negative = inhibition, % at 57.5 µM. hit rate 4.5% among 410,000; in the data active = activity change below about -60%; inconclusive = no clear call, values can overlap the other calls; inactive = above about -39%
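HFF cells seeded 16 h at 37C, treated with compounds, infected with luciferase-reporter HCMV at MOI 1 PFU/cell; luciferase read at 72 h post infection, normalized to buffer-only and Salinomycin controls.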
Giardia FBPA inh = Giardia lamblia aldolase inhibition; A8B2U2; purified Giardia FBPA; Potency, µM (titrated, usually from 59.6 µM), for the others: at the highest dose activity, negative = inhibition, actives largely listed as inhibitors; hit rate 0.71% among 290,000; also: potency is read from the fitted curve at half-maximal effect; nearly all actives have a fitted effect of over 55% in size
Target sequence (A8B2U2 whole entry, looked up): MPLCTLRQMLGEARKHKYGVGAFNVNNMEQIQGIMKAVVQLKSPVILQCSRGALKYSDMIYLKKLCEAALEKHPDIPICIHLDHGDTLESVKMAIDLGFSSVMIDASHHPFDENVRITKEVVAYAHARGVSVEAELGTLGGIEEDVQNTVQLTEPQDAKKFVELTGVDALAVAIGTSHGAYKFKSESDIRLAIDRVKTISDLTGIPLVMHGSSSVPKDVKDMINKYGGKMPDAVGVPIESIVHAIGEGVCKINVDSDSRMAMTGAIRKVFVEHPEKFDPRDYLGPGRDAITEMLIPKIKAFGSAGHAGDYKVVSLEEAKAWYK
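Giardia FBPA (40 nM reagent) was preincubated 10 min at RT with compound (up to 57.5 uM final), then substrate plus GAPDH/TPI/NAD/arsenate coupling system with diaphorase/resazurin was added; resorufin fluorescence (525/598 nm) was read after 20 min.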
AmpC detergent = inhibitors of E. coli AmpC beta-lactamase with detergent | P00811 | AmpC hydrolysis of nitrocefin, absorbance 480 nm, 0.01% Triton | Potency, µM (titrated, usually from 114 µM), for inactives: at the highest dose activity change, negative = inhibition, hits mostly inhibitors | hit rate 0.041% among 370,000 | AID 485294;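 also: potency is read from the fitted curve at half-maximal effect; 0% = no-compound wells and -100% = no-enzyme wells; nearly all actives have a fitted effect of over 25% in size; some results filed as inactive show a strong effect at the top dose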
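20 mM phosphate pH 7.0 + 0.01% (detergent screen) or 0.0001% Triton X-100; 5.3 nM AmpC reagent; cpd preinc 15 min RT; nitrocefin (800 uM stock) to start; A480 q20 s × 4 min; Activity was normalised to no-enzyme and no-compound control wells.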
The depositor's hits bear a star; ? = inconclusive; · = not tested or not shown; + = active, no number; & = joins results of further samples; [ ] = another dose, or the depositor's remark. Unless noted, calls follow the shape of the dose curve; as a rule, active = well fitted curve in the direction sought with a large enough effect; inconclusive = small, poorly fitted or top-dose-only effect, or another doubt; inactive = no such curve, though single readings can be large; an effect the other way counts as inactive or inconclusive. Unless noted, % is scaled to controls: 0 for no effect and ±100 for the full control effect.

Results follow in this order: HCV inhibitor, HCMV inh, AmpC no deterg, Giardia FBPA inh, AmpC detergent, Sm TGR inh
- Cc1ccc(NC(=O)CSc2nc3c(oc4ccccc43)c(=O)n2Cc2ccco2)cc1
→ ·, -1, ·, ·, -2%, -1%
- COc1cc(C(=S)N2CCN(c3cccc(Cl)c3)CC2)ccc1O
→ ?, -34, -27%, -4%, -7%, 46%[activator]
- O=C1NC(NS(=O)(=O)c2ccccc2)(C(F)(F)F)C(=O)N1c1cccc(Cl)c1 (configuration not stated)
→ 9%, -30, -15%, ·, 3%, -10%
- COCC(C)N1CCC(Oc2cccc(C(=O)NCCc3ccccc3)c2)CC1 (configuration not stated)
→ -4%, 54, 25%, ·, 2%, -3%
- CN(NC(=O)C1CC(=O)N(c2ccccc2)C1)C1=NS(=O)(=O)c2ccccc21 (configuration not stated)
→ 27%, 17, -14%, 2%, 1%, -1%
- Cn1c(=O)c(=O)n(C)c2cc(NC(=O)c3ccccc3Br)ccc21
→ ·, -6, ·, ·, 17%, 1%
- COc1ccc(-n2nnnc2SCC(=O)c2ccc3c(c2)OCCO3)cc1
→ 22%, 4, -23%, -1%, -1%, 0%
- O=S(=O)(c1ccc2c(c1)OCCO2)N1CCC(n2cnc3cc(F)ccc32)CC1
→ -23%, -35, 13%, 5%, -6%, -11%
- CC[C@]12c3[nH]c4ccc(OC)cc4c3CCN1C(=O)C(CC(=O)NC/C=C(\C)CCC=C(C)C)C[C@@H]2C(=O)N1CCN(C(=O)c2ccco2)CC1 (some centres not stated)
→ ?, -6, 169%[activator], ·, ·, ·
- Cc1ccc(S(=O)(=O)Cn2nnnc2CN(Cc2ccco2)Cc2cccs2)cc1
→ 4%&-16%, -14, -9%, -8%, -1%, 45µM*
- CCCc1cc(=O)oc2cc(OCC(=O)Nc3ccc(S(N)(=O)=O)cc3)ccc12
→ 18%, 1, 28µM*, 3%, 56µM*, -15%
- Cc1ccc(C(C[N+](=O)[O-])c2c(N)n(C)c(=O)n(C)c2=O)cc1 (configuration not stated)
→ 13%, 57, -21%, 0%, 1%, -27%
- O=C(O)c1cc(NS(=O)(=O)c2cccs2)cc(NS(=O)(=O)c2cccs2)c1
→ 10%, -11, -17%, ·, 1%, -12%
- COc1ccccc1NC(=O)c1sc2ncn(Cc3cccc4ccccc34)c(=O)c2c1C
→ -23%, ?, -25%, -7%, -12%, -7%
- CC(NC(=O)COC(=O)c1ccc(CO)cc1)C1CC2CCC1C2 (configuration not stated)
→ -11%, 19, -13%, ·, 0%, -5%

Another view of part of the listing above:
molecule,HCV inhibitor,HCMV inh,AmpC no deterg,Giardia FBPA inh,AmpC detergent,Sm TGR inh
Cc1ccc(C(C[N+](=O)[O-])c2c(N)n(C)c(=O)n(C)c2=O)cc1 (configuration not stated),13%,57,-21%,0%,1%,-27%
O=C(O)c1cc(NS(=O)(=O)c2cccs2)cc(NS(=O)(=O)c2cccs2)c1,10%,-11,-17%,·,1%,-12%
COc1ccccc1NC(=O)c1sc2ncn(Cc3cccc4ccccc34)c(=O)c2c1C,-23%,?,-25%,-7%,-12%,-7%

Next entries follow.
Results follow in this order: HCV inhibitor, HCMV inh, AmpC no deterg, Giardia FBPA inh, AmpC detergent, Sm TGR inh
- O=c1[nH]c2cc3c(cc2cc1CN(CCN1CCOCC1)C(=S)NCC1CCCO1)OCO3 (configuration not stated)
→ 7%, -5, -12%, 0%, 6%, -3%
- COCCNC(=O)CN1C(=O)c2cccnc2Oc2ccc(Cl)cc21
→ ·, +, ·, ·, 4%, 1%
- Cc1ccc(OC(=O)c2cc3ccccc3o2)cc1
→ 5%, -4, -31%, 5%, ?, -7%
- N#CCCN(C(=S)Nc1ccc(S(=O)(=O)N2CCOCC2)cc1)c1ccccc1F
→ 3%, -7, -17%, ·, -12%, ?
- C=CCN(CC=C)C(=O)c1ccc2nc(Cc3ccc(OC)c(OC)c3)oc2c1
→ 11µM*, -62*, 88%[activator], 0%, 2%, -36%
- Cc1cc(Cl)ccc1NC(=O)NC1CCN(S(=O)(=O)c2ccc(F)cc2)CC1
→ 4.5µM*, -22, -26%, 9%, 4%, -8%
- COc1ccc(C)cc1Nc1ccc(C(=O)O)cc1[N+](=O)[O-]
→ -4%, -30, -22%, 18%, ?, 11%
- CN1CCc2c(sc(/N=C/c3c[nH]c4ccccc34)c2C#N)C1
→ -26%, 208, 21%, 18µM*, 3%, 0%
- O=S(=O)(NC1CC2CCC1C2)c1ccc(Br)cc1 (configuration not stated)
→ 13%, -18, -17%, 19%, ?, -1%
- Cc1cc(C(=O)Nc2cccc(-c3ccc(N4CCOCC4)nn3)c2)ccc1[N+](=O)[O-]
→ 10µM*, -25, ?, ·, ?, -1%
- CC(C)n1cc(CNC(=O)C2CCC(=O)N(Cc3ccccc3F)C2)cn1 (configuration not stated)
→ 4%, 4, 3%, ·, -13%, 5%
- O=c1c2c(-c3ccc(Cl)cc3)csc2ncn1/N=C/c1cccc([N+](=O)[O-])c1O
→ -30%, 25, -35%, 19%, 7%, -1%
- O=C(Nc1ccc(F)cc1F)N1CCN(C/C=C/c2ccccc2)CC1
→ ?, -14, 31%, 4%, ?, 6%
- COc1ccccc1C(=O)Nc1ccc2oc(-c3cccc(Cl)c3Cl)nc2c1
→ ·, -34, ·, ·, -1%, -1%
- CCOCCCNC(=O)C(NC(=O)CC1NC(=O)NC1=O)c1ccc(Cl)cc1 (configuration not stated)
→ 23%, -12, 4%, 2%, 3%, 0%
- O=C(c1ccccc1)n1nc(-c2ccccc2)nc1NCc1ccc(F)cc1
→ ·, 32, ·, ·, 3%, 2%
- CCCSC1=NC2(CCN(C(=O)NC3CCCCC3)CC2)N=C1c1ccc(C)cc1
→ ·, 0, ·, ·, -4%, 1%
- CC1CCCC(NC(=O)COC(=O)Cc2ccccc2)C1C (configuration not stated)
→ -10%, 0, 2%, 0%, ?, 8%
- Cc1ccccc1-c1nc(CN2CCC(C(=O)NCCC3=CCCCC3)CC2)c(C)o1
→ 6.3µM*, -4, 161%[activator], -8%, -7%, 0%
- CCOC(=O)Cc1ccc(NC(=O)Nc2c[nH]c(=O)[nH]c2=O)cc1
→ ·, 9, ·, ·, -3%, 0%
- CCCc1cc(=O)[nH]c(SCc2nc(-c3ccc(OC)cc3)no2)n1
→ ·, 2, ·, ·, -6%, 0%
- O=C1C=C(N2CCOCC2)c2ccccc2C1=O
→ ?, -97*, -17%, ?, ?, ?
- CCOC(=O)c1c(NC(=O)C2c3ccccc3Oc3ccccc32)sc(C(C)=O)c1C
→ 0.79µM*, -82*, -21%, -9%, 1%, 5%
- O=C(CN1CC(c2ccccc2)CC1=O)Nc1cccc(F)c1 (configuration not stated)
→ 8%, -2, -3%, 7%, -1%, -3%
- Cc1ccc(NC(=O)CN2C(=O)S/C(=C\c3cccn3-c3cccc(C(=O)O)c3)C2=O)cc1C
→ 0%, ?, -26%, -14%, -1%, ·
- Cc1ccc(S(=O)(=O)N(C)c2c(C)ccc(S(=O)(=O)NC(C)(C)C)c2C)cc1
→ -24%, ?, 35%, -18%, 3%, -17%
- CC(=O)Nc1ccc(NC(=O)c2ccco2)cc1
→ 7%, 19, -19%, 3%, ?, -18%
- O=C(NCc1ccco1)C(C(=O)c1ccc(F)cc1)n1ccccc1=O (configuration not stated)
→ 14%, 52, 2%, -14%, -10%, -10%
- O=C(N/N=C\c1cccnc1)C1c2ccccc2Oc2ccccc21
→ -6%, 11, -12%, -10%, -4%, 7%
- CCOC(=O)C1CCCN(CCC(C)c2ccccc2)C1 (configuration not stated)
→ -8%, -1, -14%, -10%, -10%, 2%
- O=C(Nc1ccc(F)c(Cl)c1)C1CCN(c2ncccn2)CC1
→ ·, -15, ·, ·, 15%, 2%
- Cc1ccc(/C=N/NC(=O)c2ccc(-n3cccc3)cc2)o1
→ -1%, 73, -26%, ·, -14%, -3%
- COc1cccc(OCC(=O)Nc2ccc(OC)c(OC)c2)c1
→ 0.63µM*, -23, -8%, 0%, ?, 6%
- Cc1c(NC(=O)C2CCN(S(=O)(=O)c3ccccc3)CC2)c(=O)n(-c2ccccc2)n1C
→ 11%, -6, -11%, 1%, ?, 0%
- Cc1ccc(NC(=O)[C@@H](NC(=O)c2cccc(S(=O)(=O)N3CCOCC3)c2)C(C)C)cc1C
→ 10µM*, -26, -13%, -3%, -1%, -4%
- S=C(Nc1cccc(Cl)c1)N(CCCN1CCCC1)Cc1cccn1Cc1ccc(Cl)cc1
→ -27%, -79*, 13%, -6%, 7%, 0%
- O=c1[nH]c(CSc2nnnn2-c2ccccc2)nc2ccccc12
→ -28%, 4, -5%[2.29 µM], -1%, -9%, 7%
- CN(C)C(CNC(=O)C1CCN(S(=O)(=O)c2cccc(Cl)c2Cl)CC1)c1ccccc1 (configuration not stated)
→ -2%, ?, 110%[activator], 3%, -5%, 0%
- C=CCn1c(SCCN2C(=O)c3ccccc3C2=O)nc2scc(-c3ccccc3)c2c1=O
→ -25%, ·, -10%, 8%, ?, -6%
- NC(=O)CSc1nnc(-c2ccncc2)n1CCc1ccccc1
→ -2%, 18, -8%, 4%, ?, 2%
- COCC(=O)N=Nc1c(O)[nH]c2ccccc12
→ -6%, -21, -42%, 1%, 3%, 9%
- CCOC(=O)CC(NC(=O)c1cc2cccc(OC)c2oc1=O)c1cccc([N+](=O)[O-])c1 (configuration not stated)
→ -9%, -26, -52%, -12%, ?, -9%
- CC(=O)c1ccc(-n2c(-c3cc(-c4ccsc4)n[nH]3)n[nH]c2=S)cc1
→ 7%, 23, -39%, 20%, -7%, -3%
- CCOc1ccccc1CNC(=O)CN1C(=O)c2cccnc2Oc2ccc(Cl)cc21
→ ·, 0, ·, ·, -1%, -10%
- COc1ccc(CNC(=O)CCNS(=O)(=O)c2ccc3c(c2)CCCC(=O)N3)cc1
→ ·, -6, ·, ·, -8%, -1%
- CCN1C(=O)[C@H]2[C@@H](c3ccc(-c4ccccc4)c(OC)c3)N[C@@](Cc3ccccc3)(C(=O)OC)[C@H]2C1=O
→ 18%, 11, 30%, ·, ?, -9%
- CCOc1ccc(Nc2nc(N)nc(CSC(=S)N3CCN(c4ccccc4)CC3)n2)cc1
→ ?, -29, -41%, -7%, -6%, 0%
- COC(=O)c1ccccc1N1C(=O)[C@@H]2C(c3ccc(F)cc3)=NO[C@@H]2C1=O
→ 19%, -13, -11%, 8%, -6%, -14%
- CSC1=NSC2=NC(=O)/C(=C/c3coc4ccc(O)cc4c3=O)C(=N)N12
→ 1%, 71, -36%, -15%, ?, ?
- Cc1nc(SCc2ccc(C(=O)O)cc2)c2c(C)c(C)sc2n1
→ 14%, 11, -33%, ?, 0%, -1%
- CCN1CCN(S(=O)(=O)c2ccc(Cl)c(C(=O)N(C)CCOc3ccc(Cl)cc3)c2)CC1
→ ?, ?, ?, ·, 0%, 4%
- COc1ccc(-c2cn3cccnc3n2)cc1NC(=O)c1cc(OC)c(OC)c(OC)c1
→ 3%, 202, 125%[activator], 1%, -11%, 1%

Screening results: PubChem BioAssay, National Center for Advancing Translational Sciences (NCATS)
